Screening results from PubChem BioAssay.
TNF death inh = inhibitors of TNF-alpha triggered necroptosis, primary screen, cell-based, Jurkat FADD-/-, single concentration. Jurkat FADD-/- TNF necroptosis rescue, ATP luminescence, 24 h; 0 = TNF only, 100 = no-TNF cells. activation (protection from cell death), % at 10 µM. hit rate 0.068% among 220,000. AID 463075, 2010;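 active = activation, meaning protection from cell death, of at least 50% relative to plate controls; inactive = activation below 50%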;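 also: necroptosis triggered by 40 ng/mL TNF-alpha added together with compound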
FXIIa inh = human FXIIa protease inhibitors, primary screen, biochemical, 1536-well | AID 800, 2007 | hit rate 0.3% among 220,000 | inhibition, % at 5 µM | purified FXIIa, Boc-QGR-AMC fluorogenic substrate, 2 h; in the data active = inhibition above about 40%;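 also: 0% = enzyme with no compound and 100% = blank without enzyme; many of its hits are not listed in these tables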
Target sequence (P00748 20-372 limits assumed): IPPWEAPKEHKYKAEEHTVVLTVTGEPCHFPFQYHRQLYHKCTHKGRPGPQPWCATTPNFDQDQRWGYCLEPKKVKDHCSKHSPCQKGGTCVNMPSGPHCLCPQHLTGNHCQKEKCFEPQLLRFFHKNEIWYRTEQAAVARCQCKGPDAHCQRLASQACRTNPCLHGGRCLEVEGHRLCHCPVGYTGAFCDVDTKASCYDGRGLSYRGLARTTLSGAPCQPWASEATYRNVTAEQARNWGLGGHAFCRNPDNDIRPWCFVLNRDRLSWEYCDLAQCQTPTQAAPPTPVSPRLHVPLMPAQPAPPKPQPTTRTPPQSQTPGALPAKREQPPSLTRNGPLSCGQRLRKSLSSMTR
Target sequence (P00748 373-615 limits assumed): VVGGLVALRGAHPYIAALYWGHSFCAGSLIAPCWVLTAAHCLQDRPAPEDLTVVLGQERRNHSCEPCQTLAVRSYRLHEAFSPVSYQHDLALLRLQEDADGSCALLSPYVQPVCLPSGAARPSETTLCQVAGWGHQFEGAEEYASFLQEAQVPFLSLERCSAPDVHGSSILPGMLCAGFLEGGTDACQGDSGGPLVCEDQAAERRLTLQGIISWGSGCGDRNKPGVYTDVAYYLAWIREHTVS
KLK5 inh = human KLK5 protease inhibitors, primary screen, biochemical, 1536-well. Kallikrein-5 (Homo sapiens), Q9Y337. recombinant hK5, fluorogenic AMC substrate cleavage. inhibition, % at 5 µM. hit rate 0.59% among 210,000. AID 873, 2007;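 active = inhibition of 40% or more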;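 also: 0% = enzyme controls without compound and 100% = no-enzyme blanks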
Rad51 HR inh = human RAD51 strand exchange inhibitors, primary screen, biochemical, fluorescence. hit rate 0.085% among 200,000. hRad51 DNA strand exchange, fluorescence dequenching. DNA repair protein RAD51 homolog 1 (Homo sapiens), Q06609. inhibition, % at 10 µM;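 active = inhibition above 40% at the single screening dose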;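 also: 0% = DMSO control wells and 100% = blanks with heterologous ssDNA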
Target sequence (Q06609 whole entry, looked up): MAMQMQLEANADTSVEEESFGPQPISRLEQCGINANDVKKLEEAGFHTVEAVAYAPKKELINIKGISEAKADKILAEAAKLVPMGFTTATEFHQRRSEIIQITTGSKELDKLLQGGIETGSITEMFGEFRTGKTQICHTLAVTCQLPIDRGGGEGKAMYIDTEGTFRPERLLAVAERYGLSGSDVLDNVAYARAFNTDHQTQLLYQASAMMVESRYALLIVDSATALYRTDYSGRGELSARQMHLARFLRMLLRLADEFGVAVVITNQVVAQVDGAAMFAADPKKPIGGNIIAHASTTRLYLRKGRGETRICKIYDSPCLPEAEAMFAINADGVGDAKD
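Test system – preformed human Rad51 ssDNA filaments · Reagent – Donor/quencher-labelled 47-bp dsDNA substrate · Incubation – 37 °C 15-min filament assembly, 30-min compound preincubation, 15-min exchange · Signal – FRET fluorescence dequenching, excitation 485 nm, emission 520 nm · Read-out – percent inhibition from fluorescence, normalised to plate control and blank means · Benchmarks – plate control and blank wells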
FXIa inh = human FXIa protease inhibitors, primary screen, biochemical, 1536-well; inhibition, % at 5 µM; AID 798, 2007; hit rate 0.14% among 220,000; Coagulation factor XI (Homo sapiens), P03951; purified FXIa, Boc-Glu-Ala-Arg-AMC fluorogenic substrate;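 active = inhibition of at least 40%; inactive = inhibition below 40%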;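 also: fluorescence of freed AMC excited at 355 nm; 0% = enzyme without compound and 100% = no enzyme blank; many of its hits are not listed in these tables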
Thrombin inh = human alpha-thrombin inhibitors, primary screen, counter-screen for coagulation protease inhibitor project, biochemical, 1536-well, fluorogenic AMC substrate; Boc-VPR-AMC fluorogenic substrate cleavage; hit rate 0.26% among 220,000; inhibition, % at 5 µM; Prothrombin (Homo sapiens), P00734; AID 1046, 2008;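 active = inhibition at or above 40%; inactive = inhibition below 40%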;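 also: 0% = enzyme with no compound and 100% = wells without enzyme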
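System – human alpha-thrombin protein · Reagent – Boc-VPR-AMC substrate, 15 µM final · Compound – 5 µM single dose in 0.2% DMSO · Schedule – reaction at room temperature · Technique – AMC fluorescence at 355 nm excitation and 460 nm emission · Read-out basis – % inhibition relative to enzyme controls and enzyme-free blanks · Control set – no-compound enzyme wells and no-enzyme blanks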
Cl transport mod = KCC2 cotransporter modulators, thallium flux, primary screen, cell-based, HEK293 KCC2, FluoZin-2 fluorescence, MLSMR; B-score of Tl+ flux slope (higher = more flux/activation; lower = inhibition) at 10 µM; hit rate 2.2% among 190,000; Solute carrier family 12 member 5 (Homo sapiens), Q9H2X9; KCC2 cells, thallium flux FluoZin-2 fluorescence;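 active = thallium flux slope and its plate-corrected score both differing from the plate sample mean at a set confidence after two filtering rounds, in either direction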;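 also: slope of fluorescence scaled to starting intensity during 10 to 20 s after thallium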
Hck-Nef inh = inhibitors of Nef-activated human Hck kinase, primary screen, biochemical, Z-Lyte FRET, 384-well, Hck-YEEI. hit rate 0.68% among 220,000. Recombinant Hck-YEEI plus Nef, Z-Lyte FRET kinase assay. inhibition, % at 20 µM. AID 463187, 2010. Tyrosine-protein kinase HCK (Homo sapiens), P08631;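 active = Hck-Nef kinase inhibition above about 50%, limit read from the data; inactive = inhibition below that limit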;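 also: 0% = DMSO with Hck plus Nef and 100% = Hck alone without Nef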
zVAD death inh = inhibitors of zVAD-triggered necroptosis, primary screen, L929 cells. L929 zVAD necroptosis rescue, ATP luminescence, 24 h; with zVAD 60 µM. viability rescue, % at 10 µM. hit rate 0.38% among 220,000;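 active = activation, scaled between plate controls, above about 75%, limit read from the data; inactive = activation under that limit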;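 also: 0% = zVAD with DMSO and 100% = DMSO alone without zVAD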
The depositor's hits bear a star; / = not tested or not shown. Only part of the results is shown; count on the stated rates, not on these rows.

SMILES	TNF death inh	FXIIa inh	KLK5 inh	Rad51 HR inh	FXIa inh	Thrombin inh	Cl transport mod	Hck-Nef inh	zVAD death inh
COc1cccc(NC(=S)N2CCN(c3ccc([N+](=O)[O-])cc3)CC2)c1	-1.1	3	0	11	-2	6	-0.33	25	0.4
COC(=O)c1nn(-c2ccccc2)c(=O)cc1Sc1ccc(Cl)cc1	-0.8	7	-4	-3	2	-5	-0.027	16	-0.3
Oc1ccc(-c2onc3ccc(Cl)cc23)cc1	-6.2	1	0	0	3	13	0.97	-8	83*
CC(C(N)=O)N1C(=O)c2cccc3cccc1c23 (stereo not drawn)	-2.9	13	-2	7	1	1	/	4	-0.1
C/C(Cl)=C\COc1cc(C)nc2c(Br)cccc12	-1.0	6	-12	3	-1	-14	-0.18	24	3.1
COc1ccc(NC(=S)N2CCN(C(=O)C3CCCO3)CC2)c(OC)c1 (stereo not drawn)	1.3	12	-17	9	7	-7	0.1	-1	0.7
Cc1cnn(C(=S)NCCc2ccccc2)c1	-0.9	5	9	7	10	-7	0.33	-6	-0.7
CCOC(=O)c1cnc(Nc2nc3ccccc3o2)nc1CSc1nnc(C)s1	-1.0	/	/	0	/	/	-0.83	3	-1.2
O=C(COc1ccc(S(=O)(=O)N2CCOCC2)cc1)Nc1ccccc1C(F)(F)F	1.2	6	-1	-2	-3	-2	0.97	5	0.4
Cc1cc(C)cc(NC(=O)CN2CCN(CCN=CC3=C(O)CC(c4ccc(Cl)cc4)CC3=O)CC2)c1 (stereo not drawn)	1.2	8	0	/	1	0	0.02	21	4.6
N#Cc1c(N2CCN(C(=O)c3ccccc3)CC2)nc(-c2ccccc2)c2c1CCCC2	-1.6	-1	0	5	-24	-6	/	2	0.4
COc1ccc(S(=O)(=O)N2CCC(C(=O)N3CCc4ccccc4C3)CC2)cc1	-2.6	-2	-20	9	-7	-4	-4*	-1	-0.5
OC(CNCC1CCCO1)Cn1c2ccc(Cl)cc2c2cc(Cl)ccc21 (stereo not drawn)	-5.8	8	-1	-9	1	4	0.013	2	1.3
CCC(C)[C@H](N)c1cn([C@@H](Cc2cc3ccccc3[nH]2)C(=O)N2CCNCC2)nn1 (stereo partly drawn)	1.9	9	1	5	0	0	0.01	-8	0.8
O=C(N/N=C/c1ccc(-c2ccccc2C(=O)O)o1)c1cccs1	1.2	19	-17	14	11	4	-0.37	12	0.0
COc1ccc(OCc2nnc(SCC(=O)NNC(=O)c3ccc(C)cc3)n2C)cc1	1.1	14	0	/	8	4	0.7	3	0.3
Cc1ccc(N2CC(c3nc4ccccc4n3C)CC2=O)cc1 (stereo not drawn)	0.2	6	-2	4	-8	-2	-0.035	10	0.0
CCCN1CCN(C(=O)Cn2c(=O)oc3cc(S(=O)(=O)NCc4ccccc4)ccc32)CC1	1.5	9	2	-4	0	7	0.027	-1	3.8
N#Cc1nn(-c2ccccc2)nc1N1CCCCC1	2.0	-29	-63	1	-16	-3	-0.12	1	1.0
O=C(NCc1ccccc1Cl)C1CC(=O)N(Cc2ccccc2)C1 (stereo not drawn)	1.4	6	1	1	-1	-1	-0.44	15	1.0
Cc1ccc2[nH]c3c(=O)n(Cc4ccncc4)cnc3c2c1	0.2	7	-1	2	2	2	1.3	-16	1.1
CCN(CC)C(=O)c1sc(NC(=O)Cc2ccc(OC)cc2)c(C#N)c1C	-0.1	13	4	1	1	6	1.6	-16	-0.6
COc1ccc(-c2nnc(CSc3nnc(-c4ccncc4)n3C3CCCCC3)o2)cc1OC	1.6	19	-3	-5	-2	2	/	1	0.2
O=S(=O)(Nc1cccnc1)c1ccc(Cl)c(C(F)(F)F)c1	-0.8	4	-23	-8	2	-3	-0.76	14	0.0
COc1ccc(CCNC(=O)CCCNC(=O)Cn2cnc3sc(C)c(C)c3c2=O)cc1OC	0.0	7	1	6	-2	-2	0.57	-3	1.6
O=C(C1CCCCN1S(=O)(=O)c1ccccc1)N1CCCCC1 (stereo not drawn)	-0.3	16	3	/	1	-2	-0.019	0	0.2
Cc1cccc(OCC(=O)OC2CCN(C)CC2)c1	-0.8	13	27	-3	3	1	-0.34	7	-0.4
Cc1ccc(-n2c(SCC(=O)NC3CCCCC3)nc3c(c2=O)SCC3)cc1	1.0	11	-7	-1	0	-3	0.34	-2	1.2
O=C(Nc1ncccn1)C1CCCCC1	0.7	7	1	7	13	-9	-0.065	15	5.8
Cc1ccc(S(=O)(=O)c2ccccc2)cc1S(=O)(=O)N1CCOCC1	-0.1	1	-4	3	-8	-3	0.42	11	0.1

3 records drawn at random from those above:
SMILES	TNF death inh	FXIIa inh	KLK5 inh	Rad51 HR inh	FXIa inh	Thrombin inh	Cl transport mod	Hck-Nef inh	zVAD death inh
COc1ccc(S(=O)(=O)N2CCC(C(=O)N3CCc4ccccc4C3)CC2)cc1	-2.6	-2	-20	9	-7	-4	-4*	-1	-0.5
Cc1cnn(C(=S)NCCc2ccccc2)c1	-0.9	5	9	7	10	-7	0.33	-6	-0.7
Cc1cccc(OCC(=O)OC2CCN(C)CC2)c1	-0.8	13	27	-3	3	1	-0.34	7	-0.4

Next part:
SMILES	TNF death inh	FXIIa inh	KLK5 inh	Rad51 HR inh	FXIa inh	Thrombin inh	Cl transport mod	Hck-Nef inh	zVAD death inh
CN1CCN(S(=O)(=O)c2cccc(C(=O)N(c3ccccn3)C3CCCCC3)c2)CC1	-0.6	22	-3	-11	5	3	/	1	1.2
CC(C)(C)NC(=O)CSc1nnc(C2CC2)n1-c1ccccc1	0.5	5	0	-1	-11	-5	0.41	23	0.8
COc1ccc(Cn2nnnc2C(c2cccs2)N2CCN(c3ccccc3)CC2)cc1 (stereo not drawn)	-4.5	16	-3	-6	-1	-3	-0.96	1	0.1
O=C(c1cnn2c(C(F)(F)F)cc(-c3ccc4c(c3)OCO4)nc12)N1CCCC1	-1.3	-14	11	0	-12	6	/	8	0.0
COc1cccc(NC(=S)NCCN2CCOCC2)c1	0.5	5	-32	/	-4	-5	0.35	3	0.0
CCO[C@H]1OC(C(=O)Nc2ccccc2)=C[C@@H](C2CC2)[C@@H]1CCCO	0.6	7	4	-9	1	-3	-1	-8	0.4
O=C(COC(=O)CN1C(=O)C(=O)c2ccccc21)OCN1C(=O)c2ccccc2C1=O	-0.2	9	-11	-22	3	-1	0.2	3	1.1
COc1ccc(-n2cc(-c3ccccc3)c3c(=O)[nH]cnc32)cc1	-0.8	4	-9	-13	10	-3	-0.024	3	1.2
CCCOC(=O)CSc1nc(N)c(C#N)c(CC)c1C#N	-1.2	15	-14	2	-2	-6	-0.26	1	-0.1
N=C(N)n1c(N)nc2ccccc2c1=O	5.8	2	-10	4	-8	-4	0.99	0	0.0

2 consecutive entries out of the list so far, for reference:
SMILES	TNF death inh	FXIIa inh	KLK5 inh	Rad51 HR inh	FXIa inh	Thrombin inh	Cl transport mod	Hck-Nef inh	zVAD death inh
COc1ccc(Cn2nnnc2C(c2cccs2)N2CCN(c3ccccc3)CC2)cc1 (stereo not drawn)	-4.5	16	-3	-6	-1	-3	-0.96	1	0.1
O=C(c1cnn2c(C(F)(F)F)cc(-c3ccc4c(c3)OCO4)nc12)N1CCCC1	-1.3	-14	11	0	-12	6	/	8	0.0

The list continues.
SMILES	TNF death inh	FXIIa inh	KLK5 inh	Rad51 HR inh	FXIa inh	Thrombin inh	Cl transport mod	Hck-Nef inh	zVAD death inh
COc1cc(/C=C(\C#N)C(=O)NCC2CCCO2)c([N+](=O)[O-])cc1OC (stereo not drawn)	-2.1	5	-5	-1	0	-3	/	0	0.1
CCC(C)N1CC(O)=C(c2nc3ccccc3[nH]2)C1=N (stereo not drawn)	1.0	10	-22	-9	4	-5	/	58*	9.3
O=c1cc(Cc2nnc(SCc3ccccc3)n2-c2ccc(Cl)cc2)[nH]c(=O)[nH]1	0.2	7	-5	32	0	6	0.1	-6	0.7
COC(CC(=O)NNC(=S)Nc1ccc(Cl)cc1)OC	0.0	2	-2	4	3	-3	0.23	27	2.4
O=C1NNC(c2ccccc2)=N/C1=C\c1ccco1	-3.9	2	0	-42	3	-2	-0.092	45	1.5
Cc1cc(S(=O)(=O)Nc2c(C(=O)O)[nH]c3ccccc23)ccc1F	-0.7	18	-15	2	9	0	/	2	2.5
COC(=O)COc1ccc(/C=N/NC(=O)c2ccc(N(Cc3ccccc3)S(C)(=O)=O)cc2)cc1	0.8	9	-11	1	-5	-5	0.69	-1	0.9
O=C(Nc1ccc(F)cc1)c1cccc2c1C(=O)N(Cc1ccccn1)C2	-0.1	5	-22	1	-7	10	/	2	0.1
CC(C)CCNc1nc(N)c([N+](=O)[O-])c(NCCO)n1	7.2	13	5	2	-4	0	-0.32	-10	0.1
Cc1noc(C)c1CN(C(=S)NC1CC1)c1ccccc1	0.6	9	-2	-3	5	-7	1	1	2.2
CC(C)NC(=O)C1CCN(C(=O)c2ccc(-c3ccccc3)cc2)CC1	0.3	14	-12	-3	3	0	0	0	0.5

Filtered by structure, those above containing a CF3 group (three)
SMILES	TNF death inh	FXIIa inh	KLK5 inh	Rad51 HR inh	FXIa inh	Thrombin inh	Cl transport mod	Hck-Nef inh	zVAD death inh
O=C(COc1ccc(S(=O)(=O)N2CCOCC2)cc1)Nc1ccccc1C(F)(F)F	1.2	6	-1	-2	-3	-2	0.97	5	0.4
O=S(=O)(Nc1cccnc1)c1ccc(Cl)c(C(F)(F)F)c1	-0.8	4	-23	-8	2	-3	-0.76	14	0.0
O=C(c1cnn2c(C(F)(F)F)cc(-c3ccc4c(c3)OCO4)nc12)N1CCCC1	-1.3	-14	11	0	-12	6	/	8	0.0
